# Giardia killer: kills Giardia lamblia. Giardia lamblia trophozoite viability. hit rate 0.15% among 340,000. activity change, % at 7.66 µM, hits read low; in the data active means activity change below about -80%; inconclusive means between about -30% and that limit;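 further: parasites exposed to compound for two days anaerobically before the ATP read; on the % scale 0 is the no-effect control and ±100 the full control effect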
#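 Viability, read as ATP luminescence: trophozoites at 100 cells/well, compound added, 48 hrs anaerobic at 37 deg C, then 15-30 min room-temperature development before reading.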
# VP16 counter: counter-screen for ROR gamma inhibitors: Gal4-VP16 reporter; Drosophila S2 Gal4-VP16 UAS-luciferase, luminescence, 20 h; Potency, µM (series often up to 53.6 µM), for the others: at the top dose activity, negative = inhibition, hits mostly inhibitors; hit rate 3.5% among 310,000; AID 2546;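 further: Gal4-VP16 expression switched on by copper sulfate through the metallothionein promoter; potency means the concentration at half of the fitted maximal effect; on the % scale 0 is the no-effect control and ±100 the full control effect; nearly all actives have a fitted effect of over 50% in size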
# RORg inh: ROR gamma (mouse) transcription inhibition; Drosophila S2 Gal4-RORgamma UAS-luciferase reporter, 20 h; P51450; Potency, µM (doses to about 53.6 µM), for inactives: at the highest dose activity change, negative = inhibition, actives largely listed as inhibitors; hit rate 5.4% among 310,000; further: potency means the concentration at half of the fitted maximal effect; on the % scale 0 is the no-effect control and ±100 the full control effect; nearly all actives have a fitted effect of over 60% in size
# Target sequence (P51450 whole entry, looked up, the tested form may be a part): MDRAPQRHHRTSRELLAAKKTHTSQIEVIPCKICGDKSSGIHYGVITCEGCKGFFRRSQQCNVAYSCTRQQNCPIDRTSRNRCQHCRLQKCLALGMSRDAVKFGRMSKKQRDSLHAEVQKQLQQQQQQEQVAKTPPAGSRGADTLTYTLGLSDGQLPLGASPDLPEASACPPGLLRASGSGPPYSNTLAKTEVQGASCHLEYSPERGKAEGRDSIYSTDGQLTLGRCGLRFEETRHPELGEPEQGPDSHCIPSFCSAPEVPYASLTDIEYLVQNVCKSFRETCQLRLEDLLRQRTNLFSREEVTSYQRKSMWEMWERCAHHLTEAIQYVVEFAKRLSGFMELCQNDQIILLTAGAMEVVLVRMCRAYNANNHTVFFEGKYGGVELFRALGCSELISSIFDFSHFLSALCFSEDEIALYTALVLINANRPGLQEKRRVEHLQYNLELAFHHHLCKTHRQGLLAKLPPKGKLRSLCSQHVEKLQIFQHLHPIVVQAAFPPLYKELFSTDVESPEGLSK
#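 Compounds are pin-transferred onto Drosophila Schneider cells expressing a copper-inducible Gal4–ROR gamma transactivation domain fusion. After 1 hr, copper sulfate is added to 700 uM final; luciferase is read 20 hr later.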
# p53 reactivation: mutant p53 re-activation in reporter cells. hit rate 0.063% among 320,000. H1299 p53-A138V BP100-luciferase reporter, luminescence, 24 h. Potency, µM (highest dose often 92.2 µM), for inactives: top-dose activity change, positive = activation, most hits filed as activators; further: potency means the concentration at half of the fitted maximal effect; % of control where 0% means no effect; nearly all actives have a fitted effect of over 45% in size
#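 p53-null H1299 cells stably carrying temperature-sensitive p53-A138V and a BP100-luciferase reporter were pinned with compounds (4-point, 1:5 series) and held 24 hrs at 37 deg C. Luminescence was read 10 min after detection reagent.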
# NPC1 prom act: activators of NPC1 promoter; Huh7 NPC1 promoter luciferase reporter, 24 h; Potency, µM (top dose mostly 9.22 µM), for inactives: top-dose activation, usual class: activators; hit rate 2.4% among 320,000;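 further: potency means the concentration at half of the fitted maximal effect; % of control where 0% means no effect; nearly all actives have a fitted effect of over 60% in size; reporter is driven by a mutant NPC1 promoter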
#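 Cells: Huh7 expressing luciferase under the NPC1 promoter, 1500/well. Seeded 2 h, compound added, incubated 24 h at 37 °C. Luciferase reagent, 10 min ambient, then luminescence.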
# ELG1 genotoxic: genotoxicity induction in ELG1-luciferase HEK293T cells; hit rate 1.3% among 330,000; HEK293T ELG1-luciferase reporter, luminescence, 16 h; Potency, µM (highest dose often 46 µM), without a hit: top-dose activity change, positive = activation, actives largely listed as activators; further: potency means the concentration at half of the fitted maximal effect; % of control where 0% means no effect; nearly all actives have a fitted effect of over 60% in size
#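 Genotoxicity was scored as increased ELG1-luciferase reporter signal, measured by ONE-Glo luminescence (30 min, room temperature). Compound or vehicle exposure of the HEK293T reporter cells lasted 16 hr at 37°C.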
# Rab9 promoter act: activates the Rab9 promoter; Huh7 Rab9 promoter-luciferase reporter, luminescence, 24 h; Potency, µM (highest dose often 9.22 µM), for the others: top-dose activation, negative = inhibition, actives largely listed as activators; hit rate 2.8% among 320,000; AID 485297; further: potency means the concentration at half of the fitted maximal effect; % of control where 0% means no effect; nearly all actives have a fitted effect of over 60% in size
#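 Measured in stably transfected Huh7 cells bearing a Rab9 promoter–luciferase construct: 24 h compound treatment at 37 °C, followed by luminescence detection.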
# Menin-MLL TR inh: displaces Texas Red mutant MLL peptide from human menin. O00255. Menin + Texas Red MLL mutant peptide, fluorescence polarization. Potency, µM (highest dose often 61.6 µM), without a hit: top-dose FP activity change, negative = inhibition, most hits filed as inhibitors. hit rate 0.23% among 270,000. AID 1768; active means well fitted inhibition curve with a large enough effect in the polarisation, with a control signal flat, not every such curve was filed as active; inconclusive means small, poorly fitted or top-dose-only effect, or effect the other way, or a change in a side signal; inactive means no such curve, though single readings can be large or run the other way; the % refers to the polarisation; further: potency means the concentration at half of the fitted maximal effect; % of control where 0% means no effect; many of its hits are not listed in these tables
# FLuc counter: inhibits or activates purified firefly luciferase, miR-21 counter-screen | AID 588342 | Potency, µM (doses to about 57.5 µM), for the others: top-dose activity change, negative = inhibition, usual class: inhibitors | hit rate 6.9% among 360,000 | P08659 | purified FLuc, Km substrates, luminescence inhibition;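 further: potency means the concentration at half of the fitted maximal effect; plate controls were vehicle for no effect and reference inhibitor for full effect; nearly all actives have a fitted effect of over 55% in size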
# Target sequence (P08659 whole entry, looked up): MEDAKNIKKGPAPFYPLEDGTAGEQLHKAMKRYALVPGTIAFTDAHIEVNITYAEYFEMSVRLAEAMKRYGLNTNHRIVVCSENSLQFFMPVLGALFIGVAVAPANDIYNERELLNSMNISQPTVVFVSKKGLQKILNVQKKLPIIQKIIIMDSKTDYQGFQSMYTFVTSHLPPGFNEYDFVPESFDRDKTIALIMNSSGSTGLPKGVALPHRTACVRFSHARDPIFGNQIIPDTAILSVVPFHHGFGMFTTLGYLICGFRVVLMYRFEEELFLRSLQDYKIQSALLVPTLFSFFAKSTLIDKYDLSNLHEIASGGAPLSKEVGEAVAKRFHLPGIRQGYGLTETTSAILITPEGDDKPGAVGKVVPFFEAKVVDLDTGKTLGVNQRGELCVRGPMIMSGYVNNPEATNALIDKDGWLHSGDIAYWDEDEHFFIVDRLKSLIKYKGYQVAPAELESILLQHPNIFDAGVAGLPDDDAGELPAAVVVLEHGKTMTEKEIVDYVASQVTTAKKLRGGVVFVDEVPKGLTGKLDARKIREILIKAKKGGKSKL
#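 Purified P. pyralis luciferase (10nM final) with 10uM D-luciferin and 10uM ATP (Km levels) in 50mM Tris acetate pH 7.5, 10mM Mg acetate, 0.01% Tween-20, 0.05% BSA; qHTS 6-point titration, ~60 µM downward; luminescence read.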
# BRCA1 expr up: increases BRCA1 expression | MCF7-BRCA1-FFLuc reporter, luminescence, 48 h; response scale: scaled: vehicle 0%, 10 µM genistein 100% | Potency, µM (series often up to 46.1 µM), for the others: at the highest dose activation, hits mostly activators | hit rate 1.1% among 380,000; further: potency means the concentration at half of the fitted maximal effect; nearly all actives have a fitted effect of over 80% in size; some results filed as inactive show a strong effect at the top dose
#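 Compounds are tested at multiple concentrations on MCF7 BRCA1-luciferase reporter cells seeded at 2000 per well; after 48 h, a single luminescence end-point is taken and curves fitted to the normalized data.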
# PKM2 act: activators of human pyruvate kinase M2. purified PKM2, Kinase-Glo ATP luminescence, activation; response scale: 0% is enzyme alone, no compound. Potency, µM (top dose mostly 57.5 µM), without a hit: at the top dose activation, hits mostly activators. hit rate 0.34% among 260,000. P14618; further: potency means the concentration at half of the fitted maximal effect; on the % scale 0 is the no-effect control and ±100 the full control effect; nearly all actives have a fitted effect of over 55% in size
#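 Purified hPK-M2 (>95% pure) converted ADP (0.1 mM final) to ATP with 0.5 mM PEP in 50 mM imidazole pH7.2, KCl, MgCl2, Tween 20, BSA; 1 h at room temperature. ATP detected by Kinase-Glo luminescence.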
# An asterisk follows results filed as active; ? = inconclusive; . = not tested or not shown; & = joins results of further samples; [ ] = another dose, or the depositor's remark. Unless noted, the call rests on the fitted dose curve; in most records, active means well fitted curve in the direction sought with a large enough effect; inconclusive means small, poorly fitted or top-dose-only effect, or another doubt; inactive means no such curve, though single readings can be large; an effect the other way counts as inactive or inconclusive. Not all compounds are listed; rates above refer to the full screens.
SMILES,Giardia killer,VP16 counter,RORg inh,p53 reactivation,NPC1 prom act,ELG1 genotoxic,Rab9 promoter act,Menin-MLL TR inh,FLuc counter,BRCA1 expr up,PKM2 act
CCOC(=O)c1ccc(NC2c3ccccc3C(=O)N2c2cccnc2)cc1 (configuration not stated),-8,7%,-8%,-6%,-7%,-2%,-2%,0%,1%,-7%,-5%
COCCCNC(=O)CCN1N=C(c2ccccc2)CCC1=O,-7,6%,-10%,2%,3%,-1%,-1%,-23%,0%,33%,.
COc1cc(C(CCN2CCCC2)c2c(OC)cc(OC)c3c(-c4ccccc4)cc(=O)oc23)cc(OC)c1OC (configuration not stated),-1&-3,?,?,9%,-8%,5%,-1%,?,3%,0%,-6%
CCCCCCn1c(=O)c(F)cn(Cc2ccc(OC)c([N+](=O)[O-])c2)c1=O,6,-14%,21%,-11%,1%,0%,-4%,-27%,3%,-22%,3%
COC(=O)c1ccccc1NC(=O)c1cc2ccccc2o1,-5,10%,20%,.,?,-1%,?,-22%,13µM*,50%,0%
Nc1cc(=O)[nH]c2nnc(SCC(=O)Nc3cccc4ccccc34)n12,2,-3%,-9%,1%,3%,-2%,1%,1%,7%,-1%,9%
O=C(COC(=O)CNC(=O)c1ccccc1Cl)Nc1cc(C(F)(F)F)ccc1Cl,77[activator],.,.,-12%,1%,5%,-5%,.,5%,29%,.
COc1cccc(NC(=O)c2ccccc2Oc2ccccc2)c1,-13,2%,-5%,.,0%,-5%,7%,21%,-1%,-20%,4%
COc1ccc(C(=O)N2CCC(C(=O)Nc3cccc(C)c3)CC2)cc1OC,-10,-5%,?,-6%,1%,3%,0%,9%,5%,3%,-6%
CCO[C@H]1OC(C(=O)N2CCN(C)CC2)=C[C@@H](c2ccc(Br)cc2)[C@@H]1CCCO,29,3%,2%,-2%,0%,2%,-3%,0%,1%,5%,1%
Cc1cccc(C(=O)Nc2ccccc2C(=O)NCc2cccnc2)c1,1,-10%,0%,-9%,-2%,-6%,-7%,17%,-10%,2%,-1%
Cc1ccccc1NC(NC(=O)c1cccs1)C(Cl)(Cl)Cl (configuration not stated),9,-4%,?,-2%,1%,3%,6%,?,2%,-6%,1%
O=C(COc1ccc2c(c1)CCC2)Nc1ccccn1,-28,.,.,-7%,4µM*,?,3.2µM*,.,0.17µM*,1%,.
COc1ccc(CNC(=O)CS(=O)(=O)Cc2nc(-c3ccc(OC)cc3)oc2C)cc1,-1,5%,-2%,-3%,0%,-5%,-3%,?,0%,20%,.
CC(C)(C)NC(=O)NC(=O)CN1CCN(S(=O)(=O)/C=C/c2ccccc2)CC1,2,27%,-9%,-4%,1%,-1%,-4%,-28%,1%,-27%,5%
CCOc1ccc(C(=O)NCC(=O)N2CCCCCCC2)cc1,11,.,.,-4%,-1%,-1%,0%,.,-3%,-3%,.
Cc1cc(=O)n2c3ccccc3n(C)c2n1,-11,2%,-11%,7%,-4%,5%,6%,0%,-1%,33%,2%
COc1cc(C(=O)Nc2nc3ccc(C)cc3s2)ccc1OCc1c(C)noc1C,11,0%,-10%,?,0%,11%,-6%,7%,?,-42%,6%
Cc1ccc(S(=O)(=O)c2c(N)n(CCCN(C)C)c3nc4ccccc4nc23)cc1,2,-14%,-10%,-5%,-2%,1%,-5%,.,2%,-17%,2%
CCOC(=O)C1=NNC(C(=O)c2ccccc2)C1c1ccc(Cl)cc1 (configuration not stated),1,2%,18%,3%,-4%,0%,-3%,.,27µM*,-3%,-3%
COC(=O)C1CCN(C(=O)C2CCCCC2)CC1,-2,-5%,-22%,0%,-3%,-1%,-1%,8%,-2%,-2%,1%
Clc1ccc(Cc2ccc(SCc3ccccc3)nn2)c(Cl)c1,-4,-1%,-21%,-5%,-3%,-5%,-1%,?,-9%,4%[1.84 µM],-6%
Cn1c(=O)oc2cc(S(=O)(=O)NCc3cccnc3)ccc21,-2,3%,1%,3%,-5%,0%,3%,.,-4%,-21%,25%
CSc1cc(-c2ccc(Cl)cc2)n(Cc2ccccc2)c(=O)c1C#N,-2,8%,12%,1%,-9%,-7%,-5%,12%,1%,-9%,-4%
CCOc1ccc(S(=O)(=O)Nc2cccc(C(=O)N3CCN(c4cccc(OC)c4)CC3)c2)cc1,15,.,.,-2%,-2%,-7%,-2%,.,0%,-43%,.
Cc1cc(=O)[nH]c(SCC(=O)N2CCCC(C)C2)n1 (configuration not stated),3,-2%,-4%,-2%,2%,2%,-6%,.,1%,3%,.
S=c1sc2c(Cl)ncnc2n1-c1ccccc1,-28,?,?,-12%,-14%,-14%,-10%,19%,4%,-83%,-2%
COc1ccc(C(=O)CNc2cccc(F)c2)cc1,-12,?,10%,?,?,?,11%[1.84 µM],-15%,11µM*,97%,.
CCOc1ccc(-n2cc(C(=O)N3CCN(C)CC3)c3cc(OC)c(OC)cc3c2=O)cc1,9,4%,-26%,-10%,-5%,5%,-3%,15%,-3%,2%,-3%
COCCc1nc2ccc(C(=O)N3CCCCC3COC)cc2o1 (configuration not stated),-12,-2%,-2%,8%,0%,4%,-4%,5%,-3%,12%,-9%
Cc1cccc(-c2noc(CSc3ccccc3)n2)c1,8,10%,6%,?,2.5µM*,?,3.5µM*,9%,9.5µM*,3.2µM*,1%
CC(=O)Nc1ccc(Nc2cc(C)nc3c(-c4ccc(Cl)cc4)c(C)nn23)cc1,5,7.1µM*,11µM*,-11%,-7%,0%,-6%,?,0%,-37%,-14%
O=C(CCC(=O)N(CC(=O)NC1CCCCC1)c1ccc(F)cc1)Nc1ccccn1,-12,0%,3%,6%,-5%,-36%[inhibitor],2%,-5%,0%,-2%,-1%
CC(=O)C1=C(O)C(=O)OC1c1ccc(Cl)cc1 (configuration not stated),-5,-10%,-2%,-3%,1%,1%,6%,.,3%,-2%,4%
CN1CCN(NC(=O)c2cc(-c3ccccn3)nc3ccccc23)CC1,-6,3%,-7%,0%,3%,2%,13%,-6%,-4%,3%,-10%
CC(C)C(=O)Nc1cc2c3c(c1)CCC(=O)N3CCC2,13,-6%,-11%,0%,-6%,5%,-1%,-13%,2%,-16%,.
CN(C)CCCNC(=O)CC(c1ccc(F)cc1)c1ccco1 (configuration not stated),-2,0%,9%,3%,0%,1%,-10%,1%,3%,15%,6%
COc1ccc(Cl)cc1NC(=O)NCCN1CCNC1=O,-19,-8%,23%,1%,-1%,0%,-3%,.,-3%,-8%,-3%
COc1ccc(S(=O)(=O)N2CCC(O)(c3cccnc3)CC2)cc1OC,1,-12%,0%,-2%,0%,13%,0%,-13%,1%,2%,1%
CC(=O)NCC(=O)N1CCCC(C(=O)c2ccc(Oc3ccccc3)cc2)C1 (configuration not stated),-23,-4%,40%,0%,-2%,-3%,0%,-17%,-11%,0%,-9%
COc1cc(NC(=S)N2CCCC2)cc(OC)c1,3,-4%,-35%,5%,5%,-4%,-4%,.,-2%,-12%,2%
Cn1c(=O)c2c(nc(Oc3ccccc3Cl)n2C)n(C)c1=O,-10,-12%,34%,-5%,0%,-12%,-2%,-6%,5%,7%,.
O=C(NCc1ccccc1)C(c1ccc(F)cc1)N(C(=O)c1csnn1)C1CCCC1 (configuration not stated),3,-2%,18%,-4%,1%,-4%,-4%,0%,1%,-12%,1%
COc1ccccc1C(=O)C1CCCN(C(=O)c2ccc(C(C)=O)s2)C1 (configuration not stated),-2,-3%,2%,-1%,-6%,0%,0%,.,-2%,-29%,.
O=C(O)COc1ccc(-c2nc(-c3ccccc3)c(-c3ccccc3)[nH]2)cc1,-9,-11%,?,7%,-7%,-5%,-2%,?,-2%,-4%,7%
O=C(c1cc(Br)ccc1Cl)N1CCN(c2ncccn2)CC1,3,3%,8%,-10%,-2%,0%,0%,-23%,2%,-3%,.
CCCCn1nc(C(=O)NCC(c2cccs2)N2CCOCC2)c2ccccc2c1=O (configuration not stated),-5,.,.,3%,-2%,-8%,-5%,.,1%,-30%,.
COC(=O)Cc1cc(=O)oc2cc(OC)ccc12,5,11%,-11%,2%,-1%,0%,23%,-6%,-2%,3%,-4%
Cc1cccc(N=C2NC(=O)/C(=C3/C(=O)N(C)c4ccccc43)S2)c1C,7,-20%,-45%,-3%,13%,0%,9%,2%,-1%,-4%,5%
Cn1c(CNS(=O)(=O)c2ccc(Cl)cc2)cc(=O)n(C)c1=O,-7,-8%,-22%,-2%,-1%,0%,-6%,10%,1%,0%,5%
